High-throughput results as filed in PubChem.
IMPase cell inh: IMPase inhibition in cells; inhibition (IP1 accumulation), % at 46.1 µM; 120,000 tested, under 10 active; CHO-M1 cells, IP1 accumulation, HTRF TR-FRET ratio; P97697; active = well fitted curve in the direction sought with a large enough effect in the signal ratio, not every such curve was filed as active; inconclusive = small, poorly fitted or top-dose-only effect, or a change in a side signal; inactive = no such curve, though single readings can be large or run the other way; the % refers to the signal ratio;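 also: cells stimulated with carbachol in lithium chloride buffer; plate controls were DMSO basal wells for no effect and reference inhibitor wells for full effect; higher means more IMPase inhibition seen as more IP1 and lower FRET ratio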
Target sequence (P97697 whole entry, looked up): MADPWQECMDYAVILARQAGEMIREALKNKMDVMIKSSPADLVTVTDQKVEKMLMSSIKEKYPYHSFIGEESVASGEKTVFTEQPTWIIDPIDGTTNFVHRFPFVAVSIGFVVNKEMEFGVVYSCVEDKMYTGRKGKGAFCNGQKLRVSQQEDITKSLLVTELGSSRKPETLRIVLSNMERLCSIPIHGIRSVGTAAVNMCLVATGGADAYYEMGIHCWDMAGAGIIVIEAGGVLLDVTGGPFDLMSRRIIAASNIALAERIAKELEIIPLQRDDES
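In this qHTS, compounds (final up to 46 uM) act on CHO-M1 cells that are then activated through the M1 receptor with carbachol, in pH 7.4 buffer containing 50 mM LiCl, for 30 min. IP1 accumulation is quantified by the IP-One immunoassay.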
ALOX15B inhib: 15-hLO-2 (ALOX15B) enzyme inhibition; 110,000 compounds, 0.56% hits; Potency, µM (doses to about 57.1 µM), for inactives: top-dose activity change, negative = inhibition, usual class: inhibitors; purified 15hLO-2, xylenol orange hydroperoxide absorbance; AID 881; also: potency is read from the fitted curve at half-maximal effect; nearly all actives have a fitted effect of over 60% in size; many of its hits are not listed in these tables
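Screening format was qHTS against 50 nM purified 15hLO-2 in Hepes pH 7.5 with detergent. Activity follows hydroperoxide formation from 45 uM arachidonic acid, measured as 573:405 nm absorbance ratio of the ferric-xylenol orange complex.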
12-hLO inh: inhibitors of human 12-lipoxygenase (ALOX12) | purified 12-hLO, xylenol orange hydroperoxide absorbance | Potency, µM (titrated, usually from 57.1 µM), for the others: top-dose activity change, negative = inhibition, actives largely listed as inhibitors | P18054 | 150,000 compounds, 0.12% hits; also: potency is read from the fitted curve at half-maximal effect; nearly all actives have a fitted effect of over 55% in size; many of its hits are not listed in these tables
Target sequence (P18054 whole entry, looked up): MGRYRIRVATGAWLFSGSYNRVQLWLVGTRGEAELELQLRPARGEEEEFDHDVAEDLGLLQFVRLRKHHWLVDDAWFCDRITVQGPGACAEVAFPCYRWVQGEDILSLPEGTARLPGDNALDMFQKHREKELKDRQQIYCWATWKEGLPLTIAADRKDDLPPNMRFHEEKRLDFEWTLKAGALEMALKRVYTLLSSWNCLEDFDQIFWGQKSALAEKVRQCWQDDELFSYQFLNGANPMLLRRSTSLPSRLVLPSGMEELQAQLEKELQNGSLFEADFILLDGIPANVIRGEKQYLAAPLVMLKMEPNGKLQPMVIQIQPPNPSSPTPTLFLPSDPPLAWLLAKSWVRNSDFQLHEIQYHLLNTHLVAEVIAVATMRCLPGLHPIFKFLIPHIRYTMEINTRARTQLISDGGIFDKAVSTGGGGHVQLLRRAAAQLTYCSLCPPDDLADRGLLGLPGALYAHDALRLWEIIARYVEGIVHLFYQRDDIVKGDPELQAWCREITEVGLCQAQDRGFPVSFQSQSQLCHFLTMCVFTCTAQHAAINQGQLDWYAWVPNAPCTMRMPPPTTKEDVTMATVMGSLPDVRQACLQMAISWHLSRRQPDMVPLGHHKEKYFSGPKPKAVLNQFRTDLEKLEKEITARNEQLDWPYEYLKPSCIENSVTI
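Lipoxygenase turnover measured by absorbance at 573 and 405 nm after Fe-XO development. Human 12hLO 150 nM, arachidonate 40 uM, pH 7.0 Hepes buffer with detergent; 15 min compound preincubation, 30 min reaction.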
PNC assembly inh: blocks assembly of the perinucleolar compartment; PC3M PTB-GFP, PNC prevalence imaging, 16 h; hits give low values; activity change (PNC), negative = inhibition, % at 10 µM; 140,000 compounds, 3.1% hits; AID 2417;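 active = readout at or below -70, meaning at least 70% loss of cells showing the perinucleolar compartment, a nuclear body marking cancer cells; inconclusive = readout between -30 and a set limit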;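 also: plate controls were DMSO wells for no effect and camptothecin positive control wells for full effect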
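Read-out is percentage of cells bearing a perinucleolar compartment, from automated 20x imaging of fixed, Hoechst-stained PC3M PTB-GFP cells. Cells were seeded 4 h, then exposed 16 h to compound (23 nl of library stock) in duplicate plates.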
* hit, by the source's call; ? = inconclusive; · = no result given; & = joins results of further samples; [ ] = dose if it differs, or a comment. Unless noted, calls follow the shape of the dose curve; as a rule, active = well fitted curve in the direction sought with a large enough effect; inconclusive = small, poorly fitted or top-dose-only effect, or another doubt; inactive = no such curve, though single readings can be large; an effect the other way counts as inactive or inconclusive. Unless noted, % is scaled to controls: 0 for no effect and ±100 for the full control effect.

compound	IMPase cell inh	ALOX15B inhib	12-hLO inh	PNC assembly inh
COc1cccc(-c2cncnc2NCc2ccc(OC)cc2OC)c1	·	44.0%[activator]	-4.8%	·
Cn1c2c(c(=O)n(C)c1=O)[C@@H]1c3c(ccc4ccccc34)OC[C@@H]1CO2	1.5	-1.7%	-1.2%	-3.3
Cc1ccc(C(=O)Nc2c3c(nn2C(C)(C)C)CS(=O)(=O)C3)cc1C	-4.0	-0.3%	4.7%	13.2
O=C(Nc1ccccc1-c1nnc(SCc2ccccc2)o1)c1ccccc1	1.3	-6.5%	-2.7%	?
O=C(CN1CCc2ccccc2C1)Nc1cc(S(=O)(=O)N2CCOCC2)ccc1N1CCOCC1	·	·	-6.7%	57.6
O=c1oc2cc(OCc3c(F)c(F)c(F)c(F)c3F)ccc2cc1-c1ccccn1	·	·	2.8%	31.1
CNC(=S)Nc1ccc2nc(C)c(C)nc2c1	-3.1	-8.2%	-4.7%	-19.5
CCOC(=O)c1sc(NC(=O)CNC(=O)Cn2cnc3sc(C)c(C)c3c2=O)nc1C	6.4	-9.6%	2.2%	-19.1
Oc1c(Cl)ccc(Cl)c1Cl	·	13.5%	-2.9%	·
O=C(Cc1cccs1)Nc1ccc(-c2nc3ccccc3[nH]2)cc1	-6.0	14.1%	-1.8%	?
CC(=O)c1ccc(N2C(=O)[C@@H]3C(CCC(N)=O)NC4(C(=O)Nc5c4ccc(Cl)c5C)[C@@H]3C2=O)cc1 (stereo partly specified)	-2.5	-3.4%	-3.1%	?
Cc1cccc(C(=O)NNS(=O)(=O)c2ccccc2[N+](=O)[O-])c1	-6.0	·	1.4%	-29.5
CNC(=S)N1CCN(c2ccccc2OC)CC1	-2.2	-2.5%	6.4%	32.8
CCOC(=O)/C=C/C(=O)Nc1ccccc1-c1ccccc1NC(=O)/C=C/C(=O)OCC	·	·	2.8%	37.7
CCNC(=S)N1CCN(c2cccc(C(F)(F)F)c2)CC1	·	·	-0.2%	52.7

In a second layout: entries from further up.
The line under a structure holds: IMPase cell inh	ALOX15B inhib	12-hLO inh	PNC assembly inh
Oc1c(Cl)ccc(Cl)c1Cl
    ·	13.5%	-2.9%	·
O=C(Cc1cccs1)Nc1ccc(-c2nc3ccccc3[nH]2)cc1
    -6.0	14.1%	-1.8%	?

New compounds follow.
compound	IMPase cell inh	ALOX15B inhib	12-hLO inh	PNC assembly inh
COc1ccc(S(=O)(=O)N(CC(=O)NC2CC2)C2CCCCC2)cc1Cl	21.7	3.2%	-2.6%	17.8
C=CCNC(=S)N(CC=C)C1CCS(=O)(=O)C1 (stereo unspecified)	·	·	-0.5%	7.8
COc1ccc(C(=O)/C(C)=N/O)cc1OC	?	0.9%	4.0%	43.4
Brc1ccc(CN2CCN(c3ccccn3)CC2)s1	-0.6	-4.8%	-11.0%	2.6
O=C(O)CC/C(=N\NC(=O)c1ccccc1Br)c1ccccc1	·	·	1.7%	-24.4
Cc1cc(Cl)ccc1OC(C)c1nnc(N)s1 (stereo unspecified)	4.1	5.6%	-4.1%	45.3
COc1ccc(C2=NOC(C(=O)NCc3cccs3)C2)cc1 (stereo unspecified)	-4.9	-1.6%	-1.2%	-0.8
O=C(Cn1nnc(-c2cccs2)n1)N1CCc2ccccc2C1	4.7	-1.1%	-3.7%	27.4
COc1ccc(NC(=O)CCS(=O)(=O)c2cccc3nonc23)c(OC)c1	-4.3	-3.3%	-4.2%	?
COCCCN1CCc2[nH]c(=S)[nH]c(=O)c2C1	-8.1	·	-2.1%	28.7
CC(=O)N1CCC(N(C(=O)Nc2c(F)cccc2F)C(C)C)CC1	-0.2	4.8%	6.3%	12.0
CCC(CC)C(=O)Nc1cccc(-c2nc3ccccc3o2)c1	-4.8	-1.4%	-14.4%	-16.2
CC(C)=CC1C(C(=O)O)C1(C)C (stereo unspecified)	·	5.5%	-0.5%	·
CNC[C@H](O)c1cccc(O)c1	-5.2	-6.1%	-3.7%&2.6%	10.9
O=C(/C=C/c1ccc(Br)cc1)NC(=S)Nc1ccc(S(=O)(=O)Nc2nccs2)cc1	-2.0	·	4.7%	38.1
COc1ccc(C(=O)Nc2ccccc2NC(=O)c2ccco2)cc1OC	6.2	2.6%	3.5%	13.8
CCOc1ccc(NC(=O)CN(C)CC(=O)NC2CCCc3ccccc32)cc1OCC (stereo unspecified)	3.2	14.3%	-5.4%	48.7
O=C(N[C@@H](Cc1c[nH]c2ccccc12)C(=O)NC1CC1)c1ccccc1Cl	-2.3	·	0.1%	-23.2
COc1ccc2cc(C3CC(c4ccco4)=NN3C(=O)CCC(=O)O)c(Cl)nc2c1 (stereo unspecified)	·	·	1.0%	2.8
CC(C)(C)C(=O)[C@H]1[C@H](c2ccccc2)[C@@]2(N=C(c3ccccc3)OC2=O)C2c3ccccc3C=NN21 (stereo partly specified)	-0.4	-14.1%	-6.2%	45.5
CC(C)c1ccccc1NC(=S)NCc1ccccc1F	·	·	-7.4%	-25.0
Cc1cc(C(=O)COC(=O)C2=NNC(=O)CC2)c(C)n1-c1ccccc1	-0.7	0.5%	0.8%	?
CCOc1ccccc1-n1c(SCC(=O)Nc2nccs2)nnc1-c1ccoc1C	14.7	8.0%	-4.4%	-21.8
Cc1nc2sc(C(c3ccco3)N3CCC(Cc4ccccc4)CC3)c(O)n2n1 (stereo unspecified)	-21.5	·	-7.1%	18.5
CC(CC#CCN1CCOCC1)OCCC#N (stereo unspecified)	6.4	3.0%	0.0%	4.0
C/C=C(\C)CN1CCN(c2ccccc2F)CC1	-2.1	-9.0%	4.9%	1.7
CCOC(=O)COc1cc(N2C(=O)CSCC2=O)c(Cl)cc1Cl	-4.8	-7.2%	10.9%	24.1
CCC(C)c1ccc(NC(=S)NCc2cccnc2)cc1 (stereo unspecified)	-9.0	·	-9.7%	-13.0
CC1CCc2c(C(=O)NCCN3CCOCC3)csc2C1 (stereo unspecified)	2.0	20.5%	4.8%	36.1
O=C(CSCCO)Nc1nccs1	2.1	-3.5%	-3.9%	-1.7
Cc1cc(Oc2ccccc2)nc(-c2ccccc2O)n1	0.8	18.3%	-5.1%	-24.6
O=S(=O)(c1ccc(Br)s1)N1CCN(c2ccccn2)CC1	10.0	8.1%	-5.5%	-6.0
NS(=O)(=O)c1cccc(NC(=O)CSc2nc3ccccc3c(=O)n2CCCN2CCOCC2)c1	·	·	0.6%	3.2
CCN(CC)C(=O)N1c2ccccc2CC(N(CC)CC)c2ccccc21 (stereo unspecified)	6.3	6.3%	1.2%	64.6
COc1ccc(N2CCN(C(=O)C3(C)CC3(Cl)Cl)CC2)cc1 (stereo unspecified)	·	·	-1.1%	8.2
O=C(COc1cccc(-n2cnnn2)c1)NCCC1=CCCCC1	4.9	6.8%	-0.6%	9.6
O=C(c1cnccn1)N1CCC2(CCCN(Cc3ccccc3)C2)CC1	·	-0.2%	9.9%	·
CC1(C)CC(=O)C/C(=N/NC(=O)C2CCN(S(=O)(=O)c3cccs3)CC2)C1	·	·	-2.8%	-5.9
COc1ccc(/C=C/C(=O)c2ccc[nH]2)cc1OC	-3.3	-7.8%	-2.4%	-4.0
O=S(=O)(NC1CCCC1)c1ccc(Br)s1	-1.7	-4.1%	-3.6%	23.6
CCOc1cc(C(=O)Nc2ccccc2N2CCN(S(C)(=O)=O)CC2)cc(OCC)c1OCC	4.5	-0.6%	-0.5%	-16.7
CC1Cc2ccccc2N1C(=O)CNCCCN(C)C (stereo unspecified)	1.8	0.1%	-9.2%	?
O=C(CSc1n[nH]c(-c2ccccc2)n1)NC(=O)NCc1ccco1	-10.5	-13.9%	-6.7%	37.9
CCS(=O)(=O)N1CCCC(c2nc(-c3cccc(OC)c3)no2)C1 (stereo unspecified)	0.5	2.1%	-8.1%	?
COc1ccc(N2CCN(c3cc(C)c4ccc(O)cc4n3)CC2)cc1	-6.0	·	1.6%	?

Another view of part of the listing above:
Below each compound – IMPase cell inh | ALOX15B inhib | 12-hLO inh | PNC assembly inh
> O=S(=O)(c1ccc(Br)s1)N1CCN(c2ccccn2)CC1
  10.0 | 8.1% | -5.5% | -6.0
> CC1(C)CC(=O)C/C(=N/NC(=O)C2CCN(S(=O)(=O)c3cccs3)CC2)C1
  · | · | -2.8% | -5.9
> NS(=O)(=O)c1cccc(NC(=O)CSc2nc3ccccc3c(=O)n2CCCN2CCOCC2)c1
  · | · | 0.6% | 3.2

Other structures
SMILES,IMPase cell inh,ALOX15B inhib,12-hLO inh,PNC assembly inh
Cc1ccc(OCC(O)CN2CC3(C)CC2CC(C)(C)C3)cc1 (stereo unspecified),7.4,·,-2.3%,18.4
CN(C)CCNC(=O)c1cc2c(s1)-c1ccccc1OC2,-19.2,38.7%[activator],2.7%,18.0
CCCCN(CCCNC(=O)C1CCN(S(=O)(=O)N2CCOCC2)CC1)c1ccccc1,-6.0,-2.9%,0.1%,-16.8
COc1cc(-c2ccccc2)nc(N)n1,-3.0,-1.2%,3.0%,10.2
CC1CN(C(=O)CCn2c(=O)oc3ccccc32)CC(C)O1 (stereo unspecified),-1.5,9.8%,-2.9%,?
FC(F)(F)c1cc(-c2ccco2)nc(NCc2cccs2)n1,7.0,?,-13.8%,-8.6
CCN(CCCNC(=O)C1CCN(S(=O)(=O)N2CCOCC2)CC1)c1cccc(C)c1,0.0,-6.3%,0.6%,-7.1
Cn1c(C(=O)NCc2cccnc2)cc2sccc21,6.3,-3.9%,0.9%,?
Cc1cccc(NC(=O)CCN2C(=O)c3ccccc3C2=O)n1,-5.7,-2.1%,1.6%,32.2
O=C(NC1(C(F)(F)F)N=C2SCCN2C1=O)c1ccco1 (stereo unspecified),-6.4,6.4%,1.9%,-16.9

Molecules above with an NH in an aromatic ring:
SMILES,IMPase cell inh,ALOX15B inhib,12-hLO inh,PNC assembly inh
O=C(Cc1cccs1)Nc1ccc(-c2nc3ccccc3[nH]2)cc1,-6.0,14.1%,-1.8%,?
COCCCN1CCc2[nH]c(=S)[nH]c(=O)c2C1,-8.1,·,-2.1%,28.7
O=C(N[C@@H](Cc1c[nH]c2ccccc12)C(=O)NC1CC1)c1ccccc1Cl,-2.3,·,0.1%,-23.2
COc1ccc(/C=C/C(=O)c2ccc[nH]2)cc1OC,-3.3,-7.8%,-2.4%,-4.0
O=C(CSc1n[nH]c(-c2ccccc2)n1)NC(=O)NCc1ccco1,-10.5,-13.9%,-6.7%,37.9

Other records
SMILES,IMPase cell inh,ALOX15B inhib,12-hLO inh,PNC assembly inh
CCC(=O)Nc1ccc(C(=O)NNC(=O)COc2cccc(C)c2)cc1,·,·,-0.2%,3.7
CC(c1ccco1)N(C(=O)Nc1ccccc1)C1CCCCC1 (stereo unspecified),-2.1,-4.0%,2.1%,?
COCCCNC(=O)c1ccccc1Oc1ccccc1,1.4,13.9%,-9.9%,?
COc1ccc(OCC#CCNC(C)(C)C)cc1,4.2,-2.1%,-5.9%,12.8

Taken from above:
ALOX15B inhib, `Cc1cc(C(=O)COC(=O)C2=NNC(=O)CC2)c(C)n1-c1ccccc1` is entered as 0.5%
ALOX15B inhib, `COc1cc(-c2ccccc2)nc(N)n1` is entered as -1.2%
12-hLO inh, `Cc1ccc(OCC(O)CN2CC3(C)CC2CC(C)(C)C3)cc1` (stereo unspecified) is entered as -2.3%
PNC assembly inh, `Cn1c2c(c(=O)n(C)c1=O)[C@@H]1c3c(ccc4ccccc34)OC[C@@H]1CO2` is entered as -3.3
12-hLO inh, `CCOc1cc(C(=O)Nc2ccccc2N2CCN(S(C)(=O)=O)CC2)cc(OCC)c1OCC` is entered as -0.5%

These rows are one share of the data. The share of hits here may be higher or lower than overall.
